Assay outcomes (PubChem BioAssay)
CAL PDZ FP-1 = blocks peptide binding to human CAL PDZ domain. purified CAL PDZ, TMR-peptide fluorescence polarization, 1 h. inhibition, % at 20 µM. 0.02% of 330,000 active. AID 504414;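 active means highest replicate inhibition of at least 40%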;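 further: plate controls were DMSO neutral control wells for no effect and unlabeled competitor peptide control wells for full effect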
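System: tagged CAL PDZ domain. Schedule: 1 h room-temperature incubation prior to read. Signal: fluorescence polarization (mP). Measure: percent inhibition from loss of millipolarization.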
C-LANA FP = blocks KSHV LANA C-terminal domain binding to DNA; MBP-C-LANA/FAM-LBS DNA binding, fluorescence polarization; inhibition, % at 9 µM; 0.078% of 340,000 active; AID 504423;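 active means highest replicate inhibition at or above 60% at 9 µM, even if other replicates fall short; inactive means all replicates below 60% inhibition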;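 further: 0% = neutral control wells and 100% = 4 µM acridine orange control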
RTF Ca sens act = increases calcium sensitivity of human cardiac regulated thin filaments. P19429+P45379. IANBD-labeled TnC RTF fluorescence at EC20 calcium; 0% EC20 calcium, 100% full calcium. activation, % at 7.2 µM. 0.24% of 340,000 active. AID 493008;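 active means activation above the mean over all tested compounds plus 3 SD, cut at about 30% in these data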;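 further: rise in fluorescence read as greater calcium sensitivity of cardiac thin filaments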
DAGLB inh = blocks human DAGLB lipase activity; Q8NCG7; HEK293T DAGLB membrane lysate, EnzChek fluorogenic substrate; inhibition, % at 5.17 µM; 0.059% of 340,000 active; AID 504411; in the data active means inhibition above about 34%;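 further: 0% = enzyme with vehicle and 100% = wells lacking enzyme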
Target sequence (Q8NCG7 whole entry, looked up): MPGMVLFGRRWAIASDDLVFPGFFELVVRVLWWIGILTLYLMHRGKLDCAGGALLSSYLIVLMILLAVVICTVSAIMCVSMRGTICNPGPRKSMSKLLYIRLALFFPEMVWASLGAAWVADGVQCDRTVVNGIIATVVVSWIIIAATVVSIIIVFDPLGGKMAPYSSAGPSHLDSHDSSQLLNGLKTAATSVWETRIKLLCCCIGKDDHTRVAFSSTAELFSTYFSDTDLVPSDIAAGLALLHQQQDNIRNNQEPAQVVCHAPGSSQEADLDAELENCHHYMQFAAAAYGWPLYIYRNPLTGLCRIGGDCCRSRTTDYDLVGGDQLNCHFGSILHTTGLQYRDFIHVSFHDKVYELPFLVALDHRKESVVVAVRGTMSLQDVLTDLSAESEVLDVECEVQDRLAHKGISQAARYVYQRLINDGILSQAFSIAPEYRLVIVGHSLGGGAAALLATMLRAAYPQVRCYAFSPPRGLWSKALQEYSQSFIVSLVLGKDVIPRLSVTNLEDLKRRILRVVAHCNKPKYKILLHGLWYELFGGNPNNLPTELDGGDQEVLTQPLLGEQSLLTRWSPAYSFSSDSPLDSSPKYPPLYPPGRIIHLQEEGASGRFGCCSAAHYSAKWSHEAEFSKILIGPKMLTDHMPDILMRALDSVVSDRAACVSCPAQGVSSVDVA
PKA-R2B act = activators of human PKA-R2B complex; activation, % at 11.4 µM; P22694+P31323; 0.079% of 340,000 active; PKA-R2B holoenzyme dissociation, Cy5-IP20 fluorescence polarization; R2B truncated from residue 108, S112A mutant; 0% DMSO only, 100% 113 µM cGMP;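 active means activation above a cutoff set at the mean over all compounds plus 3 SD, cut at about 18% in these data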;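 further: higher means more holoenzyme dissociation and a rise in polarization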
Keap1-Nrf2 PPI = Keap1-Nrf2 (human) interaction inhibition; 0.15% of 340,000 active; Q14145; inhibition, % at 9.4 µM; Keap1 Kelch-Nrf2 peptide fluorescence polarization, 1536-well; in the data active means inhibition above about 12%;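 further: human Keap1 Kelch domain with fluorescein labeled Nrf2 9mer peptide probe; 0% = neutral control wells and 100% = peptide positive control; higher means more block of Keap1 binding to Nrf2 peptide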
SR-BI uptake up = activators of SR-BI mediated HDL lipid uptake; CHO ldlA[mSR-BI] cells, DiI-HDL uptake fluorescence, 3 h; 100 = double the neutral-control signal; activation, % at 12.5 µM; 0.096% of 320,000 active; AID 504775;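 active means mean replicate activation of at least 60% and every replicate at or above 60%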;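 further: 0% = median plate neutral-control signal and 100% = twice that signal; values of inactives mirror those of a sister screen read the other way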
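Material: SR-BI-overexpressing, LDLR-lacking CHO cells; schedule: compound exposure 3 h, 37 °C; reagent: DiI-labelled HDL at 10 µg/mL final; technique: bottom-read fluorescence, 550/595 nm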
Cardiac RTF inh = cardiac RTF calcium desensitization; AID 493244; inhibition, % at 7.15 µM; 0.12% of 340,000 active; IANBD-labeled cardiac RTF, Ca2+ fluorescence; P19429+P45379;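 active means inhibition above the mean inhibition of all tested compounds plus 3 SD, cut at about 17% in these data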;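 further: assay run at fixed EC70 calcium of 1.6 mM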
Rtt109 HAT inh = inhibitors of Candida albicans Rtt109/Vps75 histone acetyltransferase. Q5AAJ8. purified Rtt109/Vps75, ThioGlo CoA-SH fluorescence, 4 h. inhibition, % at 34.9 µM. 0.16% of 330,000 active. AID 540336;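 active means inhibition of at least 50% in every replicate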
Target sequence (Q5AAJ8 whole entry, looked up): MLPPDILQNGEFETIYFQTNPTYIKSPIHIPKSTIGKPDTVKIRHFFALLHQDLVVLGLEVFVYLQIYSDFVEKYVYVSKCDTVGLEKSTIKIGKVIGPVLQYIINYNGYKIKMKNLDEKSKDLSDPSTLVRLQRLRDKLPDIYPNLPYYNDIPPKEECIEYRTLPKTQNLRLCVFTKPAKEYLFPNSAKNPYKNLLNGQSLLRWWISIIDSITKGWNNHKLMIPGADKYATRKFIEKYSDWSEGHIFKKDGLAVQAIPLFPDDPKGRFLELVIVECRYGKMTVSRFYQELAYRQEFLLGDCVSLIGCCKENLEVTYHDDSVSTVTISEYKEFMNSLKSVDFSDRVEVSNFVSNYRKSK
CAL PDZ FP-2 = blocks peptide binding to the human CAL PDZ domain; 0.92% of 300,000 active; inhibition, % at 24.9 µM; Q9HD26; AID 602252; purified CAL PDZ, TMR-peptide fluorescence polarization, 1 h;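 active means mean inhibition of at least 30% with at least half of replicates also reaching 30%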;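 further: 0% = DMSO neutral control and 100% = excess unlabeled competitor peptide PRC23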
* = called active by the depositor; . = not tested or not shown.

The first 5 compounds (preview)
SMILES | CAL PDZ FP-1 | C-LANA FP | RTF Ca sens act | DAGLB inh | PKA-R2B act | Keap1-Nrf2 PPI | SR-BI uptake up | Cardiac RTF inh | Rtt109 HAT inh | CAL PDZ FP-2
CC1=C(C(N)=O)C(c2ccccc2)n2nc(-c3cccs3)nc2N1 (centres undefined) | 0.2 | -0.7 | -3 | 2 | -10 | -4 | 8 | -1 | 8 | 0
Cc1ccc(NC(=O)CCNS(=O)(=O)c2ccc3c(c2)oc(=O)n3C)c(C)c1 | -0.6 | -0.2 | -4 | 0 | -11 | -2 | 4 | -3 | -3 | .
COCCCNC(=S)N1CCN(c2nc(-c3ccc(F)cc3)cs2)CC1 | -1.0 | 0.7 | 0 | -5 | 12 | 4 | -36 | -10 | 1 | .
CCOc1ncccc1C(=O)Nc1cc(C(F)(F)F)ccc1N1CCOCC1 | 0.2 | 1.2 | -2 | -4 | -6 | -6 | -40 | -5 | 7 | -5
CC1(c2cccc3ccccc23)OC(=O)c2ccccc21 (centres undefined) | -0.8 | -0.8 | 0 | -4 | -5 | -5 | -14 | -1 | 8 | -7

This part in full (from the top)
SMILES | CAL PDZ FP-1 | C-LANA FP | RTF Ca sens act | DAGLB inh | PKA-R2B act | Keap1-Nrf2 PPI | SR-BI uptake up | Cardiac RTF inh | Rtt109 HAT inh | CAL PDZ FP-2
CC1=C(C(N)=O)C(c2ccccc2)n2nc(-c3cccs3)nc2N1 (centres undefined) | 0.2 | -0.7 | -3 | 2 | -10 | -4 | 8 | -1 | 8 | 0
Cc1ccc(NC(=O)CCNS(=O)(=O)c2ccc3c(c2)oc(=O)n3C)c(C)c1 | -0.6 | -0.2 | -4 | 0 | -11 | -2 | 4 | -3 | -3 | .
COCCCNC(=S)N1CCN(c2nc(-c3ccc(F)cc3)cs2)CC1 | -1.0 | 0.7 | 0 | -5 | 12 | 4 | -36 | -10 | 1 | .
CCOc1ncccc1C(=O)Nc1cc(C(F)(F)F)ccc1N1CCOCC1 | 0.2 | 1.2 | -2 | -4 | -6 | -6 | -40 | -5 | 7 | -5
CC1(c2cccc3ccccc23)OC(=O)c2ccccc21 (centres undefined) | -0.8 | -0.8 | 0 | -4 | -5 | -5 | -14 | -1 | 8 | -7
Cc1ccnc(Nc2nc(-c3ccccc3)cs2)c1 | -0.5 | 1.0 | 0 | -5 | -2 | 1 | -30 | -2 | 2 | 12
CC1CCCCC12NC(=O)N(CC(=O)c1ccc[nH]1)C2=O (centres undefined) | -0.5 | 0.1 | 1 | 0 | -7 | -4 | -16 | -2 | 4 | -1
Cn1c(C(O)c2ccc3c(c2)OCO3)nc2ccccc21 (centres undefined) | 0.1 | 2.8 | -4 | -1 | 0 | -3 | 2 | -8 | 11 | -1
CC1CN(C(=O)CSc2nnc(-c3ccccc3)o2)CC(C)O1 (centres undefined) | 2.6 | -0.7 | 1 | 3 | 0 | -6 | 1 | -1 | 5 | 0
O=C(COC(=O)Cc1ccc(F)cc1)NCc1ccco1 | -1.7 | 2.2 | -2 | 1 | 2 | 1 | 3 | -16 | -21 | 0
O=S1(=O)CC2N=C(N(Cc3ccc(F)cc3Cl)c3ccccc3F)SC2C1 (centres undefined) | -2.5 | 0.4 | 0 | -4 | -5 | -1 | 5 | -6 | 5 | -3
COc1ccc(OC)c(NS(=O)(=O)c2ccc(NC(C)=O)cc2)c1 | -0.9 | -2.1 | 0 | 0 | 5 | -3 | 3 | 5 | 12 | -8
COc1cccc(C(=O)N2CCOCC2)c1 | 1.5 | -0.5 | 5 | -2 | 2 | -5 | 2 | -10 | 1 | 0
O=C(O)CC(NC(=O)CCC1CCCCC1)c1cc([N+](=O)[O-])ccc1Cl (centres undefined) | 0.7 | -1.3 | -3 | 2 | 1 | -3 | 14 | 3 | -2 | 1
CNC(=O)c1ccsc1NC(=O)c1sc2ccccc2c1Cl | -3.9 | 1.4 | -2 | -5 | 13 | 4 | -23 | -5 | -11 | .
CCOC(=O)CSc1nnc(-c2cccnc2)n1C | -3.2 | -2.0 | 11 | 0 | -6 | -4 | 27 | -4 | -4 | .
O=C(CC1SC(=NCC2CCCO2)NC1=O)Nc1cc([N+](=O)[O-])ccc1Cl (centres undefined) | 2.9 | 3.3 | 2 | 0 | 1 | -4 | 15 | -3 | 4 | -7
COc1cccc(CN(C)C(=O)c2cccc(S(=O)(=O)N3CCN(Cc4ccccc4)CC3)c2)c1OC | -3.5 | 3.4 | -1 | 2 | -3 | -5 | 7 | 9 | -2 | 1
Cc1ccc(Cl)cc1NC(=O)C(=O)N1CCCCC1 | -1.6 | -1.0 | -6 | 1 | 5 | 1 | 8 | 7 | -1 | -10
O=C(CSc1nnc(-c2ccccn2)n1Cc1ccccc1)N1CCOCC1 | -6.6 | 1.0 | -6 | -1 | 6 | 0 | 12 | 0 | -7 | -1
Cc1ccc(S(=O)(=O)NC(=O)NCc2ccc(F)cc2)cc1 | 0.3 | -0.4 | 1 | -2 | -5 | -1 | 17 | 0 | -3 | -1
O=C(c1ccco1)N1N=C(c2ccncc2)CC1(O)C(F)(F)F (centres undefined) | 0.3 | -0.4 | 11 | -3 | -6 | -6 | 10 | -5 | 1 | 5
Cc1ccc(NC2=NC(c3ccc(F)cc3)n3c(nc(C)cc3=O)N2)c(C)c1 (centres undefined) | -0.3 | -0.6 | 7 | -3 | 2 | -4 | 10 | 5 | 47 | 0
CNC(=S)Nc1ccc2[nH]c(=O)[nH]c2c1 | 1.1 | -5.7 | 4 | 1 | -9 | 5 | 19 | -3 | -1 | 1
Cc1csc(NC(=O)C2CCCC2)n1 | 0.9 | 1.3 | 4 | -5 | -9 | -5 | 20 | -24 | 3 | 3
CCCC(C)NC(=O)c1sc2nc3n(c(=O)c2c1C)CCC3 (centres undefined) | -3.0 | -2.0 | 0 | -1 | 4 | -3 | 9 | -3 | 2 | 2
CN(C(=O)/C(N=Nc1cccc(C(F)(F)F)c1)=C(\O)C(F)(F)F)c1ccccc1 | -0.7 | 2.6 | -1 | 1 | 3 | 7 | 2 | 6 | -9 | -3
COc1cccc(/C=C/C2=CC(C)(C)NC(=S)N2)c1 | 0.1 | 1.3 | 10 | 1 | 6 | -7 | -78 | -14 | 5 | -2
CCCCC(CC)C(=O)Nc1ccccc1C#N (centres undefined) | -1.2 | 1.0 | -5 | -3 | -2 | 0 | 0 | -7 | . | -1
Cc1cc(-c2ccc(C(C)C)c(S(=O)(=O)Nc3ccccn3)c2)on1 | -1.2 | -1.5 | -4 | 0 | 12 | 0 | -15 | -5 | 2 | 2
O=C(c1ccc(=O)[nH]n1)N1CCN(S(=O)(=O)c2ccc3ccccc3c2)CC1 | -0.7 | -1.2 | 1 | 0 | -5 | 3 | 7 | -7 | -2 | -1
Cc1ccc(NC(=O)CNC(=O)c2ccc(OC(F)F)cc2)cc1S(=O)(=O)N1CCCCCC1 | -1.0 | 0.2 | -3 | -3 | -6 | -7 | -32 | 1 | 3 | -5
O=C(O)c1ccc(-c2nc(-c3ccc(Cl)c(Cl)c3)cs2)cc1 | -4.1 | -2.6 | -1 | 0 | 8 | -2 | 5 | -10 | 3 | 1
COc1ccccc1N1CCN(/N=C/C=C/c2ccccc2[N+](=O)[O-])CC1 | -0.1 | -0.6 | -3 | 4 | 0 | 1 | -56 | 1 | -4 | .
CCN(Cc1ccc(OC)c(F)c1)C(=O)C1CCCO1 (centres undefined) | -0.7 | -0.2 | -4 | -1 | 0 | -4 | . | -15 | 8 | -6
C=CCOc1cccc(C2NC(=O)c3ccccc3O2)c1 (centres undefined) | -9.1 | 1.4 | -3 | 3 | 7 | 0 | -8 | 2 | 1 | -2
Cc1c(C)n(CC(O)CNCCO)c2ccccc12 (centres undefined) | 0.0 | 2.4 | -1 | 0 | 2 | 1 | 8 | -2 | . | -3
NC(=S)N/N=C/c1ccc(OC(=O)c2cccnc2)cc1 | -2.4 | -1.0 | 4 | 0 | 4 | -1 | -9 | -8 | 15 | .
Cc1ccc(OCC(=O)NCCCNC(=O)c2cnccn2)cc1C | -0.7 | 2.3 | -2 | 0 | 18 | -6 | . | -3 | 2 | .
Cc1ccc(C)c(NC(=O)CCC(=O)OC(C(=O)c2ccccc2)c2ccccc2)c1 (centres undefined) | -0.9 | 1.2 | 4 | -6 | 6 | 2 | -5 | -6 | 3 | .
COC(=O)c1ccc(NC(=O)COc2coc(CN3CCc4ccccc43)cc2=O)cc1 | -0.3 | -1.5 | 4 | -4 | 1 | 2 | 0 | 0 | -2 | -5
CCOc1ccc(-n2c(COc3ccc(C)cc3)nnc2SCC(N)=O)cc1 | -0.1 | -0.1 | -3 | -4 | -7 | -3 | 17 | 2 | -3 | -6
CCc1cc(C(=O)N2CCCC(C(=O)c3ccc(OC)c(F)c3)C2)n(C)n1 (centres undefined) | -1.6 | 0.6 | -4 | -1 | -7 | 3 | -14 | 8 | 3 | -6
COCCn1c(SCC(=O)NCc2ccco2)nnc1-c1c[nH]c2ccccc12 | -1.8 | 1.5 | 8 | 0 | -7 | -2 | -3 | -13 | 5 | .
Cc1ccc(C23CC4CC(CC(CC(=O)NC(C)(C)CO)(C4)C2)C3)cc1 | -0.6 | -2.6 | 1 | -2 | 0 | 8 | -3 | -7 | -3 | -1
COc1ccc(C2N(C(=O)N3CCOCC3)CCN2S(=O)(=O)c2ccc(C)cc2)cc1 (centres undefined) | -1.9 | -1.7 | 5 | 1 | -4 | -1 | 9 | -6 | -3 | .
CCNC(=O)CSc1nc2ccccc2c(=O)n1-c1cc(OC)ccc1OC | -2.9 | 0.7 | 4 | -1 | -8 | -2 | -13 | -9 | -4 | 27
CCOC(=O)N1N=C(c2ccc(C)cc2)CC1(O)C(F)(F)F (centres undefined) | -3.4 | -0.5 | -3 | -2 | -9 | -1 | 8 | -5 | . | -5
O=C(NCCCN1CCOCC1)c1ccc(Sc2ccc(Br)cc2)c([N+](=O)[O-])c1 | -1.1 | -0.7 | 15 | 2 | -8 | -1 | -32 | 1 | 9 | 1
COC(=O)c1ccc(CSc2ccc3nnc(-c4ccccn4)n3n2)o1 | -0.6 | -0.6 | 1 | -4 | 14 | -7 | 10 | -9 | -8 | -2
CN(Cc1ccc(F)cc1)C(=O)c1ccc(NS(=O)(=O)c2ccccc2)cc1 | -0.5 | 0.3 | -1 | -1 | 6 | -3 | -3 | -25 | -1 | -4
COc1ccc(C(=O)CSc2nnc(CNC(=O)c3ccccc3)n2C)cc1 | -1.0 | 1.9 | -7 | -1 | -13 | 4 | 18 | 0 | 8 | -1
COc1ccc(-c2nn(-c3ccccc3)cc2C2CC(c3cccs3)=NN2C(=O)CCC(=O)O)cc1 (centres undefined) | -2.6 | 2.0 | -3 | 2 | 0 | -1 | 22 | -5 | 10 | -5
Cc1cc(=O)[nH]c(N/N=C/c2ccc(Br)s2)n1 | -0.4 | 0.5 | 3 | 1 | -12 | -3 | 11 | -8 | 1 | -2

Not a hit list. Share with any hit: about 1.6%.
